KCNH2 3.1 inh: blocks the human KCNH2 3.1 channel isoform; U2OS KCNH2 3.1, thallium flux FluxOr; active compounds read low; activity change, % (tested at about 1.8 µM); 340,000 compounds, 0.95% hits; AID 720553;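 active means maximum activity change below -70%; inconclusive means maximum activity change from -70% to -50%; inactive means maximum activity change above -50%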;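 further: thallium influx rate constant from kinetic fluorescence after stimulation buffer; on the % scale 0 is the no-effect control and ±100 the full control effect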
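Thallium flux read-out: FluxOr dye with Red40 quencher in HBSS/HEPES, 45 min at RT. Rate constants from kinetic reads were normalized to positive and negative DMSO controls. Cells: U2OS virally expressing the 3.1 isoform.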
ELG1 repair inh: inhibitors of ELG1-dependent DNA repair in HEK293T cells; HEK293T ELG1-luciferase reporter, luminescence, 16 h; DNA damage induced by 5-fluorouridine; Potency, µM (top dose mostly 46.1 µM), inactives show top-dose activity change, negative = inhibition, most hits filed as inhibitors; 330,000 compounds, 2.3% hits; further: potency means the concentration at half of the fitted maximal effect; on the % scale 0 is the no-effect control and ±100 the full control effect; nearly all actives have a fitted effect of over 55% in size
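Reporter activity after DNA damage by 5-fluorouridine is monitored. Compound-treated cells incubate 16 hr at 37 °C, then ONE-Glo is added for 30 min before luminescence reading.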
TSHR antag: antagonists of human thyroid stimulating hormone receptor; 330,000 compounds, 0.2% hits; AID 504810; activity change, negative = inhibition, % at 11.5 µM; TSHR-expressing cells, TSH-stimulated cAMP HTRF, 2 h; active compounds read low;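 active means activity change below a set negative limit, meaning inhibition stronger than a set level, cut at about -70% in these data; inconclusive means activity change between two set negative limits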; further: on the % scale 0 is the no-effect control and ±100 the full control effect
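Freshly harvested TSHR cells receive pin-tooled compound, then EC80 TSH at 4nM final. After 2 hours at 37 deg C, antibody in lysis buffer and cAMP-d2 are added; 30 minutes at ambient temperature precede the HTRF read.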
USP2a inh: inhibitors of human ubiquitin-specific protease USP2a | USP2 core, Ub-CHOP2 coupled fluorogenic reporter, 485/531 | O75604 | 330,000 compounds, 0.01% hits | Potency, µM (doses to about 38.3 µM), inactives show at the top dose activity change, negative = inhibition, most hits filed as inhibitors;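 further: potency means the concentration at half of the fitted maximal effect; plate controls were DMSO wells for no effect and full inhibition by NEM control for full effect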
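USP2 core (10nM final) preincubated 30min RT with compound in 20mM Tris-HCl pH 8.0, 2mM CaCl2, 2mM beta-mercaptoethanol, 0.05% CHAPS; 25nM Ub-CHOP2 plus 25nM reporter substrate added, fluorescence (Ex485/Em531) read after 60min.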
KCNH2 WT inh: blocks the wildtype human KCNH2 potassium channel. AID 720551. 340,000 compounds, 0.37% hits. U2OS, BacMam KCNH2, thallium flux FluxOr; active compounds read low. activity change, % at 1.84 µM. Q12809;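 active means maximum activity change below -70%; inconclusive means maximum activity change between -70% and -50%; inactive means maximum activity change above -50%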; further: on the % scale 0 is the no-effect control and ±100 the full control effect
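U2OS cells were transduced with wild-type KCNH2 virus (2.03 x 10^8 / mL) for 4 h at room temperature, then cultured overnight at 37 C. Thallium flux was read with FluxOr dye. Rate constants were normalized to DMSO controls.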
Mito fusion yeast: mitochondrial division inhibition or fusion activation | S. cerevisiae fusion-defective mutant growth rescue, CellTiterGlo 48 h | Potency, µM (highest dose often 46.1 µM), for inactives: at the highest dose growth rescue (activation), actives largely listed as activators | 320,000 compounds, 0.23% hits | AID 485298;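 further: potency means the concentration at half of the fitted maximal effect; % of control where 0% means no effect; nearly all actives have a fitted effect of over 45% in size; temperature-sensitive fusion mutants such as fzo1-1 at 37 °C on non-fermentable ethanol glycerol medium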
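Read-out: ATP-based luminescence (CellTiterGlo, 10 min ambient) reporting growth of fusion-defective ts yeast after 48 hours at 37C on glycerol/ethanol YPEG medium in the presence of compound.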
A-T KAP1 phos: potential ataxia-telangiectasia treatments restoring KAP-1 phosphorylation | […] A-T fibroblasts, KAP-1 phosphorylation AlphaLISA; neocarzinostatin DNA damage 30 min before lysis | Potency, µM (top dose mostly 57.5 µM), for inactives: at the top dose activation, most hits filed as activators | 320,000 compounds, 0.19% hits; further: potency means the concentration at half of the fitted maximal effect; % of control where 0% means no effect; nearly all actives have a fitted effect of over 45% in size
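hTERT-immortalized A-T patient fibroblasts ([…]), 500 cells/well in OPTI-MEM, 1% FBS, got compounds for 60 min, then NCS for 30 min at 37C. Lysates were then assayed for phospho-KAP-1 by AlphaLISA (anti-pKAP1 donor, anti-KAP1 acceptor beads), 6 hr at 25C.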
TRPV1 agonist: human TRPV1 agonism; TRPV1-expressing cells, Fluo-8 calcium influx, agonist mode; activation, % at 8.33 µM; 320,000 compounds, 0.19% hits; AID 540275; in the data active means activation above about 80%; inconclusive means between about 30% and that limit; further: 0% is about no effect
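TRPV1-expressing cells were cultured overnight at 35.5C and loaded with Fluo-8 calcium dye for 40 to 90 min at room temperature. After a 10 s baseline, compound was added and calcium influx was read kinetically for 3 min (ex 480/em 520 nm).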
TCR activator: activators of T cell receptors; AID 504894; primary human leukocytes, anti-CD3, IL-2 HTRF, 48 h; Potency, µM (top dose mostly 9.22 µM), without a hit: top-dose activation of IL-2 secretion, usual class: activators; 330,000 tested, under 10 active; further: % of control where 0% means no effect
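Primary human leukocytes incubated 48 hr with anti-CD3 beads plus compound, without co-stimulation. Secreted IL-2 measured by HTRF (europium cryptate/d2 anti-IL-2 pair, 320 nm excitation, 665 nm emission).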
Eya2 inh: Eya2 (human) phosphatase inhibition; Potency, µM (top dose mostly 76.9 µM), without a hit: top-dose activity, negative = inhibition, hits mostly inhibitors; recombinant Eya2, OMFP fluorescence dephosphorylation (OMFP is methylfluorescein phosphate); 330,000 compounds, 0.006% hits; further: potency means the concentration at half of the fitted maximal effect; on the % scale 0 is the no-effect control and ±100 the full control effect
Target sequence (O00167 whole entry, looked up): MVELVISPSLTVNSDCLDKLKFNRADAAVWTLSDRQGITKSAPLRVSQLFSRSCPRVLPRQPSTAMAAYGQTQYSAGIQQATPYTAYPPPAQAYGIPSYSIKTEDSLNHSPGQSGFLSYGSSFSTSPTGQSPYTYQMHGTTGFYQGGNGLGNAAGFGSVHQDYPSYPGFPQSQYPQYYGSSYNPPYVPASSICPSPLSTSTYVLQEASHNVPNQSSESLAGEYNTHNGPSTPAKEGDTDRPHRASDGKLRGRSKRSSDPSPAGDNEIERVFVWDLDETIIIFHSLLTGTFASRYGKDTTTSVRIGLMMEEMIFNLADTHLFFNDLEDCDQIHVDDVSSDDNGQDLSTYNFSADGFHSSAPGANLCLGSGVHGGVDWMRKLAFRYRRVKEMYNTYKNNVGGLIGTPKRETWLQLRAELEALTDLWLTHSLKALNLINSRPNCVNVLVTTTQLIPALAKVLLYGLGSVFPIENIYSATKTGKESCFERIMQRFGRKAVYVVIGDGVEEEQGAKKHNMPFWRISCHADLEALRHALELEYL
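Eya2 protein (added as 0.2 uM solution) was preincubated with compound for 10 min at ambient temperature in 50 mM HEPES pH 7.5, 50 mM NaCl, 5 uM MgCl2, 0.05% BSA, 1 mM DTT. OMFP (added at 50 uM) then reacted 10 min; fluorescence read at 485/525 nm.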
Starred values were filed as active, the others as inactive; i = inactive; ? = inconclusive; . = no result given; [ ] = remark or other dose. Unless noted, the call rests on the fitted dose curve; in most records, active means well fitted curve in the direction sought with a large enough effect; inconclusive means small, poorly fitted or top-dose-only effect, or another doubt; inactive means no such curve, though single readings can be large; an effect the other way counts as inactive or inconclusive. An excerpt. The share of hits here may be higher or lower than overall.

SMILES | KCNH2 3.1 inh | ELG1 repair inh | TSHR antag | USP2a inh | KCNH2 WT inh | Mito fusion yeast | A-T KAP1 phos | TRPV1 agonist | TCR activator | Eya2 inh
COc1ccccc1NC(=O)CN1CCN(CC(=O)Nc2cc(C)ccc2OC)CC1 | -32 | ? | 9 | 4% | 12 | 3% | 1% | -1 | 0% | 4%
CC1=CCC(C(=O)O)C(C(=O)Nc2ccc(-c3nc4ccc(C)cc4s3)cc2)C1 (centres undefined) | 7 | ? | -9 | 1% | 14 | 12% | -9% | 0 | -3% | -2%
CCOC(=O)Cc1c(C)nc2c(-c3ccc(Cl)cc3)cnn2c1C | 15 | 8% | -17 | -9% | 4 | 13% | 13% | -1 | -5% | -2%
O=c1cc(CSc2n[nH]c(-c3ccncc3)n2)nc2sccn12 | -15 | 5% | -9 | -1% | i | -3% | 8% | 1 | 1% | 5%
CCc1nnc(NS(=O)(=O)c2ccc(NC(=S)NC(=O)/C=C/c3ccccc3)cc2)s1 | 19 | ? | -28 | 2% | 16 | -1% | -6% | 3 | 0%[46.1 µM] | -5%
O=C(CSC1=NCCS1)N1CCCC1 | -4 | 1% | -6 | -1% | -16 | -3% | 1% | 0 | -5% | 10%
Cc1ccc(-n2c(C)cc(C(=O)Cn3nc(C(=O)O)c4ccccc4c3=O)c2C)cc1 | 4 | 19% | 4 | -12% | -2 | ? | 0% | 1 | 3%[46.1 µM] | 2%
NS(=O)(=O)c1ccc(NC(=S)N2CCc3ccccc32)cc1 | 14 | -24% | 18 | 1% | 7 | -1% | 10% | -1 | -2% | 5%
O=C1NN(c2ccccc2)C(=O)C2C3C=CC(C4CC34)C12 (centres undefined) | 14 | 7% | 6 | 1% | -147* | 1% | 1% | -3 | -163% | -5%
O=C(c1ccc(Cn2c(=S)[nH]c3cc4c(cc3c2=O)OCO4)cc1)N1CCN(c2ccccc2)CC1 | -3 | ? | -10 | -4% | -9 | -4% | 1% | 4 | 1% | -15%
Cc1cn(C2CCC(CO)O2)c(=O)[nH]c1=O (centres undefined) | -19 | 8% | 8 | -2% | 0 | -4% | 0% | 2 | 0% | 2%
CCOC(=O)c1sc2nc(NC(=O)C3CCCCC3)sc2c1C | -4 | ? | -5 | -1% | 1 | 2% | 5% | . | 13% | -9%
O=C(CSc1nc2ccccc2[nH]1)Nc1ccc(F)c(F)c1 | -6 | . | . | . | 6 | -5% | . | ? | -1% | .
CCNC(=O)CC1C(=O)N(C)C(=S)N1NC(=O)c1ccc(Cl)cc1 (centres undefined) | 1 | -14% | 6 | -2% | 0 | -2% | -5% | -3 | -3% | 3%
O=C1CC(c2ccc(F)cc2)Sc2nc(C34CC5CC(CC(C5)C3)C4)nn21 (centres undefined) | -2 | 4% | 5 | 1% | 8 | 0% | 3% | 1 | -2%[46.1 µM] | 1%
CC(C)/C=N/NC(=O)c1ccc(Cl)cc1 | 10 | 5% | -2 | 2% | . | -3% | -11% | ? | -3%[46.1 µM] | -1%
COc1ccc(Cl)cc1NC(=O)Cn1c(=O)n2nc(C)nc2c2ccccc21 | -1 | 6% | 16 | 1% | -11 | 6% | -6% | 2 | -1% | 16%
O=C(COC(=O)c1ccccc1Nc1cccc(C(F)(F)F)c1)NCc1ccco1 | -22 | -2% | -17 | 3% | -9 | 2% | -5% | ? | 6% | ?
Cc1ccc(CN(C)C(=O)c2cc(COc3cccc(C(F)(F)F)c3)on2)o1 | -13 | 7% | -2 | -2% | 4 | 2% | 5% | 22 | -2% | -2%
Cn1c(=O)n(C)c2cc(/C=N/NC(=O)c3cc4cc(Br)ccc4o3)ccc21 | -36 | 5% | 3 | -1% | -15 | -11% | 4% | 2 | 3% | -17%
Clc1ccc(CN2C3=NCCCN3c3ccccc32)cc1 | ? | ? | 17 | 0% | 41 | ? | 2% | 2 | -1% | 9%
COC(=O)c1nc2ccc(N3CCOCC3)cc2c(C)c1C(=O)OC | -4 | ? | -1 | 5% | 7 | 21% | 5% | -2 | -8% | 4%
COc1ccc(NC(=O)COC(=O)c2cc(S(=O)(=O)N3CCCC3)ccc2O)cc1 | 14 | -6% | -11 | -2% | -1 | . | 6% | . | 7% | 4%
O=c1[nH]c(=O)n(Cc2ccco2)c2c1C(C(F)(F)F)(C(F)(F)F)N=C(Cc1ccccc1)N2 | 3 | ? | 24 | -1% | 2 | 0% | -6% | -2 | -6% | 1%
CC1=C(C(=O)OCCOc2ccccc2)C(c2ccsc2)NC(=O)N1C (centres undefined) | -1 | 23µM* | -21 | -4% | -2 | -4% | 2% | 0 | 1% | 4%
CCOc1ccc(S(=O)(=O)N2CCN(C)CC2)c(C)c1C | 17 | 15% | -1 | 2% | 6 | -2% | -1% | -4 | -10% | 5%
COc1cc(/C=C(/NC(=O)c2ccccc2Cl)C(=O)O)cc(OC)c1OC | 5 | 7% | -2 | 1% | -17 | 0% | -4% | -1 | 0% | 0%
Cc1cc(C)nc(N2CCN(S(=O)(=O)c3ccc(F)cc3)CC2)n1 | 11 | ? | 0 | -4% | 3 | -3% | 3% | 1 | 3% | -2%
O=C(CSCc1c[nH]c(=O)[nH]c1=O)OCC(=O)c1ccc(Br)cc1 | -1 | 3% | 0 | -1% | -5 | -1% | -1% | 1 | 3% | -4%
CC(C)Cc1ccc(C(C)C(=O)OCC(=O)c2c[nH]c3ccccc23)cc1 (centres undefined) | -2 | ? | -6 | -4% | 8 | 0% | -2% | 27 | . | -37%
CCOC(=O)C1CCN(Cc2cccc(Oc3ccccc3)c2)CC1 | -8 | 10% | -12 | 0% | 5 | -4% | 6% | 8 | . | -1%
CCC(C(=O)Nc1ccc2c(c1)OCCO2)n1nnc2ccccc2c1=O (centres undefined) | 16 | ? | -8 | 0% | -6 | 3% | -11% | 10 | -1% | 18%
COc1ccccc1C(=O)N(NC(=O)Oc1ccccc1)C(C)(C)C | -1 | 11% | 5 | -1% | -8 | -2% | 1% | -2 | -7%[46.1 µM] | 2%
COc1ccc(-c2cn(Cc3cccc(OC)c3)nn2)cc1 | 7 | ? | 30 | -2% | -14 | -4% | 3% | 23 | 6% | -1%
OC(CCCN1CCCCC1)(c1ccccc1)c1ccccc1 | -26 | -8% | -3 | 5% | 8 | -4% | -5% | 2 | 16% | 2%
O=c1c2ccccc2ncn1C1CCCCC1 | 3 | . | . | . | 7 | 3% | . | 0 | 5% | .
CCc1nnc(NC(=O)NC(C)(C)C)s1 | 6 | ? | 11 | 10% | 10 | 0% | -6% | 2 | 5% | 5%
Cc1nc(-c2cc(-c3nc(-c4ccc(C(C)(C)C)cc4)no3)no2)cs1 | -21 | ? | -8 | 2% | -18 | 1% | 3% | 2 | 5% | 17%
C=CCn1c2ccccc2c2nnc(SCN3C(=O)c4ccccc4C3=O)nc21 | -17 | 2% | 7 | -1% | 6 | 5% | -18% | 4 | -3% | -12%
CCOc1ccc2ccccc2c1/C=N/NC(=O)CNC(=O)Cc1ccccc1 | -4 | 6% | 11 | 1% | 9 | 23% | 11% | 14 | 6%[46.1 µM] | -11%

Some values from the results shown:
In Mito fusion yeast, `CCOC(=O)C1CCN(Cc2cccc(Oc3ccccc3)c2)CC1` has -4%
In ELG1 repair inh, `C=CCn1c2ccccc2c2nnc(SCN3C(=O)c4ccccc4C3=O)nc21` has 2%

(cont.)
SMILES | KCNH2 3.1 inh | ELG1 repair inh | TSHR antag | USP2a inh | KCNH2 WT inh | Mito fusion yeast | A-T KAP1 phos | TRPV1 agonist | TCR activator | Eya2 inh
COc1ccc(C)cc1NC(=O)COC(=O)c1c(C)noc1C | 12 | -5% | 1 | 3% | -8 | -2% | 6% | 2 | . | -4%
Cc1nc(SCC(=O)NCC2CCCO2)c2c(C)c(C)sc2n1 (centres undefined) | -2 | -25% | . | 1% | -13 | . | -27% | . | -3% | -13%
CCOC(=O)CSC1=NC(=O)/C(=C/c2ccc(OC)cc2)S1 | -4 | ? | -27 | 5% | 6 | 12% | -1% | 2 | -2% | 1%
COc1ccc(C)cc1NC(=O)CCNS(=O)(=O)c1ccc2c(c1)CC(C)N2C(C)=O (centres undefined) | -10 | -4% | 20 | 3% | -26 | 1% | 8% | 1 | 2% | 5%
O=S(=O)(NN=C1CCCCC1)c1ccccc1 | 10 | -8% | 16 | 0% | -11 | 20% | -7% | 10 | -2% | 1%
COC(=O)Nc1ccc(S(=O)(=O)NCCCCCC(=O)O)cc1 | -14 | 8% | -2 | 2% | -2 | 0% | -2% | 0 | -4% | 3%
CCOC(=O)N1CCC(NC(=O)c2ccc3c(c2)sc2nc(-c4ccc(OC)cc4)cn23)CC1 | . | ? | 3 | -1% | . | 0% | 1% | 3 | . | 9%
c1ccc(Cn2nnc3c(NCCN4CCOCC4)ncnc32)cc1 | 1 | 0% | 24 | -1% | -13 | ? | 11% | 2 | 0% | -13%
